Source: PubChem
GIRK2 activator – Activators of human GIRK2-containing channels. P48051. HEK293 GIRK2/NPY4 cells, thallium flux fluorescence. activation (% efficacy), % for hits at 37.5 µM. 34,000 tested, under 10 active. AID 1259324;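 active means primary screen hit, no activity in plain HEK293 cells, and in GIRK2-only cells above 5% efficacy rising with concentration; inactive means the rest, including fluorescent compounds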;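 further: efficacy is normalized control-subtracted fluorescence 15 s after thallium addition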
Target sequence (P48051 whole entry, looked up): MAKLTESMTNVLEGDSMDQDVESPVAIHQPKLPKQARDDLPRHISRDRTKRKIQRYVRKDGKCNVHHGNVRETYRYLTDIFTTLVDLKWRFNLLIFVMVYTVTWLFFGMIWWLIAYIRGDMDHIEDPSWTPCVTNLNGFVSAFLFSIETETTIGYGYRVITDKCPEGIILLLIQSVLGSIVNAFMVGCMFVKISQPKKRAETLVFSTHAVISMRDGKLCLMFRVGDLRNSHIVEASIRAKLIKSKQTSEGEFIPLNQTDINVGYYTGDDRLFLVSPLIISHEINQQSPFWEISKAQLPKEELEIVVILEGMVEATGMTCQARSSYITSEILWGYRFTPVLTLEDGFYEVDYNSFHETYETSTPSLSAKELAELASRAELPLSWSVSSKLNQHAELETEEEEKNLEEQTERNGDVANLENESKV
Calls only; i = inactive. Only part of the results is shown (hit frequency here may not be typical).

SMILES	GIRK2 activator
O=C(NCc1cccc(Oc2ccc(F)cc2)c1)c1ccc(=O)[nH]c1	i
COc1cc(OC)cc(C(=O)N2CCN(c3nccn3C)CC2)c1	i
Cc1ccc(C)c(OCC(=O)Nc2c(C)cccc2C(C)C)c1C	i
CC(=O)OCC(=O)CC12CC3CC(CC(C3)C1)C2	i
COC(=O)c1sccc1S(=O)(=O)N(CC(=O)Nc1cc(C)ccc1C)c1ccccc1	i
Cc1cc(C(=O)Nc2nc3ccc(Cl)cc3s2)n(C(C)C)n1	i
CNC(=O)Cc1ccc(NS(=O)(=O)c2cc(C)ccc2OC)cc1	i
O=C(CSc1ccc(NC(=O)c2ccco2)nn1)Nc1ccccc1F	i
COC(=O)c1ccc2c(=O)n(CC(C)c3ccccc3)c(=S)[nH]c2c1 (stereo not drawn)	i
Cc1cc(N2CC(c3nc4ccccc4n3CCN3CCOCC3)CC2=O)ccc1Cl (stereo not drawn)	i
CC(=O)C(C)n1c(=O)c2c(nc3n(CC4CCCO4)c(C)cn23)n(C)c1=O (stereo not drawn)	i
COc1ccc(S(=O)(=O)CC(=O)Nc2nc(-c3ccc(F)cc3)cs2)cc1	i
COc1ccc(CCNS(=O)(=O)c2ccc(N3C(=O)C(C)CS3(=O)=O)cc2)cc1 (stereo not drawn)	i
COc1ccc2c(=O)c(Oc3ccc(C(=O)Nc4nc5ccccc5[nH]4)cc3)c(C)oc2c1	i
CC(C)NC(=O)c1nsc(C(=O)N2CCCC2)c1N	i
CCOc1ccc2nc(SCc3cn4ccsc4n3)[nH]c2c1	i
Cc1cc(NC(=O)/C=C/c2ccccc2)n(C(C)C)n1	i
CCOC(=O)Cc1csc(NC(=O)CSc2ccc(NC(=O)C3CC3)nn2)n1	i
O=C(CCc1csc(NC(=O)c2ccco2)n1)NC1CCCC1	i
CSc1ncccc1C(=O)N1CCC(CNC(=O)c2ccsc2)CC1	i
COc1ccc(C)cc1S(=O)(=O)N1CCN(CCO)CC1	i
O=C(Cn1nc(-c2ccc(Cl)cc2)ccc1=O)N1CCCCCC1	i
O=C1CC(c2n[nH]c(=S)o2)CN1c1ccc(F)c(Cl)c1 (stereo not drawn)	i
O=C(NCc1ccccc1)C(=O)Nc1c2c(nn1-c1ccccc1)CS(=O)(=O)C2	i
Cc1nn(C2CCS(=O)(=O)C2)c(C)c1CC(=O)Nc1ccc(F)c(Cl)c1 (stereo not drawn)	i
Cc1cccc(Nc2ccc(N3CCN(S(=O)(=O)c4c(C)noc4C)CC3)nn2)n1	i
O=C(Nc1cc(-c2ccccc2)nn1CCO)c1ccc(Cl)s1	i
CN(Cc1nc2ccccc2n1CCCOc1ccccc1)C(=O)c1ccco1	i
NC(=O)C1CCN(S(=O)(=O)CCCOc2ccc(F)cc2)CC1	i
Cc1nnc2ccc(N3CCN(C(=O)NCc4ccccc4)CC3)nn12	i
CC(=O)N1CCN(S(=O)(=O)CCCOc2cccc3c2OC(C)(C)C3)CC1	i
CN(C)S(=O)(=O)N1CCN(c2ccc(N3CCOCC3)nn2)CC1	i
COCCCN1C(=O)C(O)=C(C(=O)C2CC2)C1c1ccc(OC)c(OC)c1 (stereo not drawn)	i
CC(C)c1nnc(C2CCN(Cc3ccc(Cl)cc3Cl)CC2)o1	i
COc1cn2c(cc1=O)C(=O)N(CCNC(=O)c1ccc(C(C)(C)C)cc1)CC2	i
C=CCNC(=O)Cc1csc(Nc2ccc(S(C)(=O)=O)cc2)n1	i
O=C(COc1ccc(C(=O)c2ccccc2)cc1)NCCn1nc(-n2cccn2)ccc1=O	i
CC(=O)N1CCN(S(=O)(=O)c2ccc(C(=O)Nc3ccccn3)cc2)CC1	i
CCn1nnc2c(SCC(=O)Nc3ccc(C)c(Cl)c3)ncnc21	i
CCOC(=O)c1nc(NC(=O)Nc2ccccc2C(F)(F)F)sc1Cl	i
O=C(CSc1nc(=O)n(CCCO)c2c1CCC2)NCc1ccccc1	i
O=C(NCc1cccs1)C(=O)N1CCN(c2cccc(Cl)c2)CC1	i
CC(=O)Nc1cc(C)nn1-c1nc(-c2ccc3c(c2)OCO3)cs1	i
COC(=O)c1ccc(NC(=O)c2nnn(-c3ccccc3)c2CSc2ncccn2)cc1	i
COc1ccc(C)cc1S(=O)(=O)NCCCn1nc(-c2cccs2)ccc1=O	i
COc1ccc(S(=O)(=O)N2CCC3(CC2)NC(=O)N(Cc2ccccc2)C3=O)c(OC)c1OC	i
CC(=O)Nc1ccc(NC(=O)Cn2nc(C(=O)Nc3ccccc3)ccc2=O)cc1	i
COc1cccc2cc(C(=O)Oc3c(C)ccc(C)c3C)c(=O)oc12	i
CCc1nc2sc(C(c3cccc(Br)c3)N3CCCC3)c(O)n2n1 (stereo not drawn)	i
COc1ccccc1N1CCN(S(=O)(=O)CCN2C(=O)CCCC2=O)CC1	i
COc1ccc(CCNC(=O)N(Cc2ccsc2)Cc2ccccn2)cc1	i
O=C(Nc1ccc(SCC(=O)N2CCc3ccccc32)nn1)c1cccs1	i
COc1ccc(CNC(=O)c2ccc(N3CCCS3(=O)=O)cc2)cc1OC	i
Cc1cc(C(=O)N(CCCN(C)C)c2nc3ccccc3s2)on1	i
O=C(Cc1ccc(F)cc1)Nc1nnc(-c2ccccn2)o1	i
CC1C(=O)NCCN1C(=O)c1ccc(Cc2ccccc2)cc1 (stereo not drawn)	i
CC(=O)c1cccc(NC(=O)c2nnn(-c3cccc(C)c3)c2N)c1	i
COc1ccc(-c2ccc(=O)n(CCCC(=O)Nc3ccccc3OC)n2)cc1	i
Cc1nc(C(=O)N2CCC(c3nnc(C(C)C)o3)CC2)cs1	i
O=C(Nc1c2c(nn1-c1ccc(Cl)cc1)CS(=O)(=O)C2)C(=O)N1CCCC1	i
Remaining list, next part
SMILES	GIRK2 activator
CCOC(=O)c1ccc(N2CCOCC2)cc1	i
Cc1nnc2ccc(S(=O)(=O)N(Cc3ccccc3)c3ccc(F)cc3)cn12	i
O=C(Nc1nccs1)c1ccc(S(=O)(=O)Nc2ccc3c(c2)OCO3)o1	i
CC(C)NC(=O)Cn1c(C2CC(=O)N(Cc3ccc(F)cc3)C2)nc2ccccc21 (stereo not drawn)	i
CCCOc1cn(-c2ccc(F)cc2)nc1C(=O)NCc1ccco1	i
CCCCn1c(SCc2nc(-c3cc(OC)cc(OC)c3)no2)nc2ccsc2c1=O	i
CCOC(=O)c1ccc2nc(NC(=O)C3CCN(S(C)(=O)=O)CC3)sc2c1	i
O=C(NCC1CCN(Cc2ccco2)CC1)C(=O)Nc1ccc(C(F)(F)F)cc1	i
CCOc1ccc(-c2cc(=O)n(CC(=O)N3CCC(C)CC3)cn2)cc1	i
Cc1ccc(C)c2sc(N3CCN(C(=O)CCCS(=O)(=O)c4ccccc4)CC3)nc12	i
CC(C)CCn1c(Sc2nc3ccccc3s2)nc2c1c(=O)[nH]c(=O)n2C	i
COc1cccc(OCCn2c(CNC(=O)c3ccco3)nc3ccccc32)c1	i
Cn1nnc2c(N3CCN(C(=O)Nc4ccccc4Cl)CC3)ncnc21	i
COc1ccc2nc(-c3ccc(Cl)c(NC(=O)NC4CCCCC4)c3)cn2n1	i
O=S(=O)(NCC1CCN(Cc2cccs2)CC1)c1ccc2c(c1)OCCO2	i

Given with each value named: part of the list above.
Cn1nnc2c(N3CCN(C(=O)Nc4ccccc4Cl)CC3)ncnc21
  GIRK2 activator: i
COc1ccc2nc(-c3ccc(Cl)c(NC(=O)NC4CCCCC4)c3)cn2n1
  GIRK2 activator: i
O=S(=O)(NCC1CCN(Cc2cccs2)CC1)c1ccc2c(c1)OCCO2
  GIRK2 activator: i

(list continues)
SMILES	GIRK2 activator
COCC(=O)N1CCC2(CC1)NC(=O)N(Cc1ccc(Cl)cc1)C2=O	i
O=C(NCC(O)(c1ccccc1)C(F)(F)F)C1CCC1 (stereo not drawn)	i
COc1ccc(CC(=O)NCC2COC3(CCCCC3)O2)cc1OC (stereo not drawn)	i
CCC(C)NC(=O)Cn1cc(-c2nc(-c3ccc(C)cc3)no2)c(=O)c2ccc(C)nc21 (stereo not drawn)	i
O=C(NCC1CCN(S(=O)(=O)c2cccnc2)CC1)C(=O)Nc1cccnc1	i
Cc1cc(C(=O)N(CCCN(C)C)c2nc3c(F)cc(F)cc3s2)on1	i
O=C(CCCS(=O)(=O)c1ccccc1)Nc1nc2c(cc3c4c(cccc42)CC3)s1	i
COc1ccc2nc(-c3ccc(C)c(NC(=O)c4ccccc4C)c3)cn2n1	i
O=C(Nc1ccc(F)cc1)Nc1cccc(-c2nc3cccnc3s2)c1	i
O=C(c1ccncc1)N1CCN(c2ccc(-c3ccc(F)cc3)nn2)CC1	i
O=C(CCCn1nc(-c2cccs2)ccc1=O)Nc1ccc(Oc2ccccc2)cc1	i
O=C(Nc1nc2ccccc2[nH]1)c1ncccn1	i
CC1(C)OC2OC(C(=O)Oc3ccc(Cl)cc3)C3OC(C)(C)OC3C2O1 (stereo not drawn)	i
COc1ccccc1NC(=O)Cn1cc(-c2nc(-c3ccc(C)cc3)no2)c(=O)c2ccc(C)nc21	i
Cc1ccc2c(CC(=O)N3CCCC(C)C3)cc(=O)oc2c1 (stereo not drawn)	i

Rewritten in markdown: entries from further up
| mol | GIRK2 activator |
| --- | --- |
| CC(=O)N1CCN(S(=O)(=O)c2ccc(C(=O)Nc3ccccn3)cc2)CC1 | i |
| CCn1nnc2c(SCC(=O)Nc3ccc(C)c(Cl)c3)ncnc21 | i |
| CCOC(=O)c1nc(NC(=O)Nc2ccccc2C(F)(F)F)sc1Cl | i |
| O=C(CSc1nc(=O)n(CCCO)c2c1CCC2)NCc1ccccc1 | i |
| O=C(NCc1cccs1)C(=O)N1CCN(c2cccc(Cl)c2)CC1 | i |
| CC(=O)Nc1cc(C)nn1-c1nc(-c2ccc3c(c2)OCO3)cs1 | i |
| COC(=O)c1ccc(NC(=O)c2nnn(-c3ccccc3)c2CSc2ncccn2)cc1 | i |

Other structures follow.
SMILES	GIRK2 activator
COCCn1c(SCc2ccccc2)nnc1-c1cn(C)nc1OC	i
COc1ccc(-c2nnc3ccc(OCCNC(=O)c4ccco4)nn23)cc1	i
CSc1ccccc1NC(=O)C(=O)NCC(c1ccc(C)cc1)N1CCOCC1 (stereo not drawn)	i
Cc1ccc(NC(=O)C(=O)NCC2CCN(Cc3ccccc3)CC2)cc1C	i
O=C(Nc1nnc(-c2ccc3c(c2)OCCO3)o1)c1ccno1	i
Cc1cccc(Nc2ccc(N3CCN(C(=O)Cc4cccs4)CC3)nn2)n1	i
CNC(=O)C(=O)NCC(F)(F)F	i
O=C(NCC(c1cccs1)N1CCOCC1)Nc1cccs1 (stereo not drawn)	i
COC(=O)c1scc(-c2ccc(C)cc2)c1S(=O)(=O)Nc1ccc(OC)c(OC)c1	i
CN1CCN(c2ccc(-c3cccc(NC(=O)COc4ccc(F)cc4F)c3)nn2)CC1	i
Cc1cc(C)c(C)c(S(=O)(=O)NCC2CCN(Cc3ccco3)CC2)c1C	i
Cc1ccc(/C=C/S(=O)(=O)N2CCN(CCn3ccnc3)CC2)cc1	i
COCC(=O)N1CCCc2ccc(NC(=O)NCCc3ccc(OC)cc3)cc21	i
COc1ccc(NC(=O)/C(C#N)=C/N2CCN(c3cccc(Cl)c3)CC2)cc1	i
O=C(NC1CCCCCC1)c1ccc(=O)n(Cc2ccc(F)cc2)n1	i

Four compounds drawn at random from those above:
SMILES	GIRK2 activator
CN1CCN(c2ccc(-c3cccc(NC(=O)COc4ccc(F)cc4F)c3)nn2)CC1	i
COC(=O)c1scc(-c2ccc(C)cc2)c1S(=O)(=O)Nc1ccc(OC)c(OC)c1	i
Cc1cccc(Nc2ccc(N3CCN(C(=O)Cc4cccs4)CC3)nn2)n1	i
O=C(NC1CCCCCC1)c1ccc(=O)n(Cc2ccc(F)cc2)n1	i

Next compounds:
SMILES	GIRK2 activator
O=C(CCN1C(=O)c2ccccc2S1(=O)=O)Nc1cccc(Cl)c1Cl	i
COc1cc(/C=C/C(=O)N2CCCSCC2CN2CCOCC2)cc(OC)c1OC (stereo not drawn)	i
CCNS(=O)(=O)c1ccc(Cl)c(OCC)c1	i
O=C(CN1CCC(c2nnc(-c3ccc(F)cc3)o2)CC1)NC1CCCCC1	i
COc1ccc(Cl)cc1NC(=O)C(=O)NCC1CCN(C(=O)c2ccncc2)CC1	i
O=C(NCCC1=CCCCC1)C(=O)NCc1ccccc1Cl	i
O=C(Cc1cccc2ccccc12)NCC1CCN(C(=O)COc2ccccc2)CC1	i
CC(C)(C)NC(=O)N1CCC(CNC(=O)c2ccc(C(F)(F)F)cc2)CC1	i
CC(C)S(=O)(=O)c1cccc(C(=O)Nc2nnc(-c3cccnc3)o2)c1	i
CC(C)(C)n1ncc2c(=O)n(NC(=O)COc3ccc4ccccc4c3)cnc21	i
Cc1ccc(-c2noc(-c3cn(CC(=O)NC(C)C)c4nc(C)ccc4c3=O)n2)cc1	i
O=C(Cc1cccs1)NCC1CCN(Cc2ccccc2)CC1	i
COc1ccc(CCS(=O)(=O)Nc2ccc3c(c2)N(C(=O)C2CCCC2)CC3)cc1	i
COc1ccc(CC(=O)N2CCN(c3ccc(Nc4ccccn4)nn3)CC2)cc1	i
COc1ccc(CCC(=O)NCCCn2nc(-c3ccccc3)ccc2=O)cc1	i
Cn1nc(NC(=O)c2ccc(F)cc2F)c2c1NC(=O)CC2c1cccs1 (stereo not drawn)	i
O=C(CCCCn1c(=O)[nH]c2ccccc2c1=O)NC1CCN(Cc2ccccc2)CC1	i
CSc1ccccc1C(=O)N1CCN(c2ncnc3c2nnn3C)CC1	i
Cc1cc(NC(=O)C(=O)NCC(O)(c2ccco2)C2CC2)no1 (stereo not drawn)	i
O=C(Nc1ccc(CC(=O)N2CCCC2)cc1)NC1CC1	i
O=C(CCS(=O)(=O)c1ccccc1)NCC1(O)CCCC1	i
O=C(c1ccc([N+](=O)[O-])cc1)N(Cc1ccncc1)c1nc2ccc(F)cc2s1	i
N#CC12CC3CC(CC(C3)C1)C2	i
CC(C)NC(=O)CSc1nnnn1-c1ccc(C(C)C)cc1	i
Cc1ccc(Oc2ccc(C(=O)Nc3nc4ccccc4s3)cc2)nn1	i
Cc1cc(NC(=O)Cc2ccc(Cl)cc2)ccc1N1CCCCC1=O	i
O=C(NCc1cccc(Oc2ccc(F)cc2)c1)NCc1cccs1	i
CCOC(=O)N1CCN(C(=O)c2cc3cccnc3n(Cc3ccccc3)c2=O)CC1	i
